# Assay outcomes (PubChem BioAssay)
# Pemphigus Ab inh – human desmoglein-3 autoantibody binding inhibition. DSG3-coupled beads, scFv-anti-DSG3-GFP binding, flow cytometry; stronger effect = lower value. binding (percent of control), % at 10 µM. actives 0.48% (n = 310,000). AID 588358;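 active means binding more than 3 SD below its plate's average and above zero; inconclusive means below that plate limit but binding exactly zero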;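 further: hits lower antibody fragment binding to DSG3; some compounds called inactive have numbers as strong as hits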
# V-ATPase pH – alters yeast V-ATPase proton transport; S. cerevisiae, pHLuorin cytosolic pH fluorescence; response, % at 10 µM; actives 0.37% (n = 350,000); in the data active means response mostly above about 7.3%, no sharp cut-off; inactive means mostly below about 5.4%; further: actives read high; inactives centre near 0; some compounds called inactive have numbers as strong as hits; reference of the scale not given here
# RTF Ca sens inh – cardiac RTF calcium desensitization; P19429+P45379; IANBD-labeled cardiac RTF, Ca2+ fluorescence; inhibition, % at 7.15 µM; actives 0.12% (n = 340,000); AID 493244;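 active means inhibition above the mean inhibition of all tested compounds plus 3 SD, cut at about 17% in these data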;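 further: assay run at fixed EC70 calcium of 1.6 mM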
# OPRM1-OPRD1 inv – mu-delta opioid heterodimer inverse agonism. cell-based MOR-DOR heterodimer luminescence. inhibition, % at 9.3 µM. actives 0.21% (n = 340,000). AID 504357; in the data active means inhibition above about 22%, passing the limit was not always enough;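 further: 0% = cells with DMSO and 100% = wells without cells with DMSO; values of inactives mirror those of a sister screen read the other way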
# Target sequence (P35372 whole entry, looked up): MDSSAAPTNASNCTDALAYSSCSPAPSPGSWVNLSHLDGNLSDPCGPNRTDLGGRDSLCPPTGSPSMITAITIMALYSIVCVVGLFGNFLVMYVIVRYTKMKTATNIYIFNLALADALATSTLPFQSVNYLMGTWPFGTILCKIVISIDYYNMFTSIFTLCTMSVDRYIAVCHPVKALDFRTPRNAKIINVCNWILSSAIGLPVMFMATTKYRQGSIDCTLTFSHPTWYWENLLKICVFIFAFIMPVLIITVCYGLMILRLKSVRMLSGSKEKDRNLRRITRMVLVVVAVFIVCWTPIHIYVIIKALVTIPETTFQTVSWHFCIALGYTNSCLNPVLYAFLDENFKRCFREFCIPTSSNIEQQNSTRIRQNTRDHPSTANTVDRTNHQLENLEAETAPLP
# Target sequence (P41143 whole entry, looked up): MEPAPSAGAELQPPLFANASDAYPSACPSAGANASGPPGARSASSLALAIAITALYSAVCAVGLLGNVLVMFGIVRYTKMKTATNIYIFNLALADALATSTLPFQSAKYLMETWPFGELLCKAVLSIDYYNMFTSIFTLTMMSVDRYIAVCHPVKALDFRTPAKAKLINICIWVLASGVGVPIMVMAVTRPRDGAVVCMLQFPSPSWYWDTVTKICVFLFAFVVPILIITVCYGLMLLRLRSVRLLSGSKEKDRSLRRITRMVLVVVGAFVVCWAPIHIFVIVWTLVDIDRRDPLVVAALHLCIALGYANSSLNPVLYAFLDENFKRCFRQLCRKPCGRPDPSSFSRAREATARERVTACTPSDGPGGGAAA
# Arrestin-AP2 inh – inhibitors of human beta-arrestin and AP2 interaction; FITC-arrestin peptide / GST-AP2 beads, flow cytometry; AP2 beta2 appendage carries R879A mutation; inhibition, % at 10 µM; actives 0.31% (n = 340,000); AID 504490;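 active means inhibition above a set limit, near 3 SD of compounds lacking own fluorescence, cut at about 54% in these data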;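 further: plate controls were DMSO wells for no effect and 5 µM unlabelled arrestin peptide for full effect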
#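 Material – AP2 appendage R879A on GSH beads · Buffer or medium – PBS with 0.05% Tween 20 and 0.1% BSA · Probe or stimulus – fluorescein-tagged arrestin peptide at 50 nM final · Incubation – compound with beads 12 min RT, then probe 1 h RT · Detection – high-throughput flow cytometry of beads, ex 488, em 535 nm · Evaluation – percent response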
# cardiac RTF act – increases calcium sensitivity of human cardiac regulated thin filaments | IANBD-labeled TnC RTF fluorescence at EC20 calcium; 0% EC20 calcium, 100% full calcium | activation, % at 7.2 µM | actives 0.24% (n = 340,000);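 active means activation above the mean over all tested compounds plus 3 SD, cut at about 30% in these data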;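 further: rise in fluorescence read as greater calcium sensitivity of cardiac thin filaments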
# Keap1-Nrf2 PPI – Keap1-Nrf2 (human) interaction inhibition. inhibition, % at 9.4 µM. actives 0.15% (n = 340,000). Keap1 Kelch-Nrf2 peptide fluorescence polarization, 1536-well; in the data active means inhibition above about 12%; inconclusive means no clear call, values can overlap the other calls; inactive means below about 7.3%;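 further: human Keap1 Kelch domain with fluorescein labeled Nrf2 9mer peptide probe; 0% = neutral control wells and 100% = peptide positive control; higher means more block of Keap1 binding to Nrf2 peptide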
# C-LANA FP – KSHV C-LANA DNA binding inhibition | MBP-C-LANA/FAM-LBS DNA binding, fluorescence polarization | inhibition, % at 9 µM | actives 0.078% (n = 340,000) | AID 504423;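 active means highest replicate inhibition at or above 60% at 9 µM, even if other replicates fall short; inactive means all replicates below 60% inhibition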;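 further: 0% = neutral control wells and 100% = 4 µM acridine orange control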
# OPRM1-OPRD1 ag – agonists of human mu-delta opioid receptor heterodimerization | actives 0.3% (n = 340,000) | cells, OPRM1-OPRD1 heterodimerization, luminescence | activation, % at 9.3 µM | P35372+P41143; in the data active means activation above about 18%;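 further: 0% = vehicle-treated cells and 100% = reference agonist; values of inactives mirror those of a sister screen read the other way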
# Wnt act – activators of Wnt/beta-catenin signaling; Wnt/beta-catenin reporter cell assay, activator, plate reader; activation, % at 9.35 µM; actives 1.2% (n = 300,000); AID 743398; in the data active means activation above about 30%, passing the limit was not always enough; inconclusive means no clear call, values can overlap the other calls;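 further: 0% = neutral control wells and 100% = positive control wells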
# The depositor's hits bear a star; ? = inconclusive; · = not tested or not shown.
SMILES,Pemphigus Ab inh,V-ATPase pH,RTF Ca sens inh,OPRM1-OPRD1 inv,Arrestin-AP2 inh,cardiac RTF act,Keap1-Nrf2 PPI,C-LANA FP,OPRM1-OPRD1 ag,Wnt act
Cc1c(C(=O)NCC(C)C)sc2nc(-c3ccc(F)cc3)cn12,91,4,-3,-6,-1,8,3,0.6,1.0,9
Cc1ccc(C(=O)NCC(=O)OC(C)C(=O)NC2CCCCC2C)cc1C (centres undefined),97,1,-10,-3,-13,2,-2,0.2,0.5,1
O=C(NCCc1ccccn1)c1cc2ccccc2o1,·,1,10,-10,2,-1,1,-1.7,1.3,15
Clc1ccc(NCc2nncn2-c2ccccc2)cc1,108,0,-6,2,8,-6,-8,0.5,-0.4,4
O=C(Nc1ccc(NC(=O)c2cccs2)cc1)c1ccccc1,97,1,-27,-2,5,-6,-3,-1.7,0.3,13
COc1ccc(C(=O)NCC(=O)O)cc1,102,0,0,15,23,-5,4,-2.2,-3.3,·
Cc1ccc(C(=O)N2CCC(N3CCC(C(=O)N4CCOCC4)CC3)CC2)cc1C,112,3,3,16,-5,3,-1,1.0,-3.1,0
COc1ccc(CCN2C(=O)CSC2c2ccc(F)cc2)cc1 (centres undefined),103,-2,-4,15,-8,6,-5,-1.3,-3.1,-2
COC(=O)c1c(C)oc(C)c1S(=O)(=O)NCc1ccc(Cl)cc1,·,0,-2,10,9,3,2,0.2,-1.9,1
O=C(Nc1ccc2ccccc2c1)c1ccccc1F,105,2,2,16,10,-1,3,-0.7,-3.1,9
CCOc1ncccc1C(=O)OCC(=O)NCCc1ccccc1,105,-1,5,6,27,-7,-3,-0.9,-1.1,·
O=S(=O)(c1ccc(F)cc1)N1CCCC(CO)C1 (centres undefined),98,2,3,19,2,-12,2,-0.5,-3.9,·
N#Cc1ccc(OCC(=O)Nc2ccccc2NS(=O)(=O)c2cccs2)cc1,95,-4,-6,6,-8,-4,-8,0.3,-1.3,2
COc1ccccc1N1CCN(C(=O)c2cccc(N3C(=O)NC4CC3(C)Oc3c(OC)cccc34)c2)CC1 (centres undefined),119,-2,-11,3,3,-5,0,0.3,-0.6,0
O=C(Cc1cccc(C(F)(F)F)c1)Nc1ccccc1N1CCCC1,101,0,-4,-8,3,0,-3,1.6,1.4,1
CN(C(=O)CSc1nnc(NC2CCCCC2)s1)C1CCS(=O)(=O)C1 (centres undefined),106,1,4,8,0,-3,-3,-0.1,-1.6,·
COc1ccc(NC(=O)CCc2ccc(OC)c(OC)c2)cn1,111,-3,-7,4,-4,-3,1,-0.3,-0.7,-2
CCCCN(C)C(=O)c1cn(C)c2ccc(S(=O)(=O)N(C)C)cc2c1=O,111,1,-4,10,4,8,?,0.5,-2.0,-2
CC1=Nc2cc(C(=O)NCCN3CCOCC3)ccc2Sc2c(C)ccc(C)c21,·,5,5,12,-1,-1,-3,0.7,-2.3,-3
Cc1c(NS(=O)(=O)N2CCCCC2)c(=O)n(-c2ccccc2)n1C,91,0,-3,15,0,-9,0,-0.4,-2.7,-4
CSCC[C@H](NC(=O)[C@H]1N2C(=O)c3ccccc3C2SC1(C)C)C(=O)NCc1ccncc1 (some centres undefined),100,0,-1,15,7,3,-2,1.7,-3.1,-2
O=C(NC(=S)Nc1ccccc1Cl)c1cncc(C#Cc2ccccc2)c1,108,-2,-8,1,11,-1,0,0.3,-0.1,2
NC(=O)COC(=O)c1sc2cc(F)ccc2c1Cl,117,3,-3,4,14,0,-2,-1.0,-0.7,0
Nc1c(-c2cccc(Cl)c2)cnn1-c1ccccc1,96,0,-1,11,4,1,2,2.4,-2.4,14
COc1ccc(N2CC(C(=O)Nc3ccc4c(c3)OCO4)CC2=O)cc1 (centres undefined),100,0,-7,8,-8,3,-1,1.0,-1.4,-3
CC(C)C[C@H]1CNC(=S)N1CC1CCN(CCCCc2ccccc2)CC1,95,-2,1,8,-7,-1,-8,0.9,-1.7,-2
CCCCNC(=O)C1CCC(CNS(=O)(=O)c2ccc(C)cc2)CC1 (centres undefined),91,2,-3,8,6,1,4,2.3,-1.5,-4
CN(Cc1ccc(-n2cccn2)cc1)C(=O)c1cnn2c1NC(c1ccco1)CC2C(F)(F)F (centres undefined),102,-3,8,3,8,5,-9,1.7,-0.6,·
O=C1C(=O)N(CCS(=O)(=O)c2ccccc2)c2ccccc21,100,1,-2,58*,7,8,0,-0.2,-12,1
O=C(Nc1cccc(Cl)c1)NC1CC2CCC1C2 (centres undefined),105,-2,-5,-6,-14,1,1,2.8,1.4,9
COCCN(C(=O)COC(=O)c1ccc(C=O)cc1)c1c(N)n(Cc2ccccc2)c(=O)[nH]c1=O,105,1,4,12,0,3,-4,-0.5,-2.2,-4
Cc1cc(Cl)ccc1NNC(=O)c1c(C)noc1C,·,5,-7,14,3,5,-2,-2.4,-2.8,-1
COc1ccc2nc(NC(=O)CSc3nc(C)cc(C)n3)sc2c1,102,0,-13,-9,-8,1,-8,-1.4,1.5,2
O=C(Oc1ccc([N+](=O)[O-])cc1)c1ccc2ccccc2n1,104,1,-12,13,4,-4,-2,-0.2,-2.2,5
CCc1ccc(-n2c(O)cnc2Nc2nc(C)cc(C)n2)cc1,98,-1,-5,13,15,-2,-3,-0.5,-2.3,-5
CCCNC(=O)Cn1c(=O)oc2cc(S(=O)(=O)N3CCCC3)ccc21,100,4,-3,2,-5,2,2,0.2,-0.3,-4
O=C(Cc1c(F)cccc1Cl)Nc1ccccc1-c1ccccc1,47*,5,3,-45,1,-7,-6,-1.8,5.5,0
COc1ccccc1NC(=O)CSc1nnc(NC(=O)c2ccco2)s1,110,1,-6,9,0,0,0,-0.1,-1.6,1
CC(NC(=O)CN(Cc1ccccc1)S(=O)(=O)c1ccccc1)c1cccnc1 (centres undefined),104,2,-3,18,3,1,-7,-0.5,-4.6,21
COc1ccc(C(=O)/C=C/c2ccccc2F)c(OC(=O)c2ccc([N+](=O)[O-])cc2)c1,98,3,1,8,1,-5,1,-0.9,-1.3,35*
O=C(NCc1ccccc1)C(c1ccco1)N(C(=O)c1csnn1)c1ccccc1F (centres undefined),98,6,-9,-2,8,1,-1,-2.4,0.2,-1
COc1ccc([C@@]23Oc4cc(OC)cc(OC)c4[C@]2(O)[C@H](O)[C@H](C(=O)N(C)C)[C@H]3c2ccccc2)cc1,97,-3,-4,1,6,2,2,·,-0.1,-9
Clc1ccccc1OCCN1CCCCC1,100,1,-4,-14,-2,0,-2,0.0,2.3,0
CCC1Oc2ccc(C)cc2N(CC(=O)N(Cc2cccnc2)Cc2ccc(C)o2)C1=O (centres undefined),104,0,0,-1,4,-10,-5,0.7,0.2,·
O=c1[nH]c2c(=O)[nH]cnc2nc1-c1ccccc1,·,0,4,21,-10,-4,-1,-1.4,-4.3,-3
FC(F)(F)c1cnc(C(c2ccccn2)c2ncn[nH]2)c(Cl)c1 (centres undefined),101,0,3,13,-6,-6,2,0.8,-2.3,-2
Cc1ccc(CCC(=O)Nc2ccc(S(N)(=O)=O)cc2)o1,111,-5,-6,15,2,3,-15,1.8,-3.4,-2
CC(C)C(C(=O)NCc1ccco1)N(Cc1ccco1)C(=O)CNS(=O)(=O)c1ccccc1 (centres undefined),102,-1,-1,0,19,-4,4,-1.3,0.0,0
COc1ccc(S(=O)(=O)Nc2cccc3c2O[C@H](CN(C)Cc2ccc(Cl)c(Cl)c2)[C@@H](C)CN([C@H](C)CO)C3=O)cc1,98,0,-1,-2,4,9,-2,-1.0,0.3,-3
O=c1[nH]c(N/N=C/c2ccc(O)cc2)nc2ccccc12,·,3,-12,-6,6,0,-3,-0.6,1.2,24
CC(NC(=O)Nc1nnc(C(F)(F)F)s1)(C(F)(F)F)C(F)(F)F,98,4,3,-14,-23,0,-4,1.1,2.4,·
O=C1CCC[C@@H]2CC(Nc3ccc(F)cc3F)C[C@@H]3CCN1[C@H]23 (some centres undefined),104,3,-6,17,24,-6,2,0.2,-3.5,0
O=[N+]([O-])c1cccc(S(=O)(=O)NCCCn2ccnc2)c1,97,-2,-2,10,14,1,1,-1.8,-2.3,-2
CCOC(=O)c1sc(NC(=O)c2ccc(S(=O)(=O)N3CCOCC3)cc2)nc1-c1ccccc1,83,-5,1,-7,13,2,3,-1.2,1.1,-4
Cc1oc(C)c2c(=O)ccc3c(c12)OC(N)=C(C#N)C3c1ccc(F)cc1 (centres undefined),90,3,-19,6,21,7,-4,6.6,-1.3,·
CC(=O)Oc1ccc2cc(-c3cccnc3)c(=O)oc2c1,91,5,-4,-4,9,2,5,-1.1,0.7,-3
COCCNC(=O)CN1C(=O)CSc2ccc(S(=O)(=O)N3CCOCC3)cc21,·,2,-4,10,0,0,-2,-0.3,-1.9,-2
OCCCNc1cc(-c2ccccc2)nc2cc(-c3ccc(F)cc3)nn12,112,-2,-7,0,-7,8,-2,2.1,0.0,0
O=C(NNC(=O)[C@@H]1CCCC[C@@H]1C(=O)O)c1cccs1,109,-3,-2,14,2,-5,-4,-1.6,-2.9,·
CN(Cc1ccccc1)S(=O)(=O)c1cc2c3c(c1)CCN3C(=O)CC2,111,0,1,6,5,6,2,-0.3,-1.0,-1

# Following part.
SMILES,Pemphigus Ab inh,V-ATPase pH,RTF Ca sens inh,OPRM1-OPRD1 inv,Arrestin-AP2 inh,cardiac RTF act,Keap1-Nrf2 PPI,C-LANA FP,OPRM1-OPRD1 ag,Wnt act
CCOc1ccccc1NC(=O)C(C)SCc1ccccc1 (centres undefined),108,1,-10,-9,4,-6,3,-1.9,1.6,0
Cc1onc(-c2c(F)cccc2Cl)c1C(=O)Nc1cc(S(=O)(=O)N2CCCCC2)ccc1O,109,-1,-7,-9,44,-2,1,1.5,2.3,-3
Cc1cc2c(C)nc(N/N=C/c3ccc(F)cc3)nc2o1,86,-3,-7,17,5,2,-4,-0.7,-3.3,8
Cn1c(=O)c(=O)n(C)c2cc(S(=O)(=O)N3CCc4ccccc43)ccc21,115,1,6,12,2,0,-3,0.1,-2.3,·
O=S(=O)(c1cccc(-c2n[nH]c(=S)o2)c1)N1CCOCC1,78,-2,7,8,5,3,3,-3.5,-1.5,4
C#CCNC(=O)C1=C[C@@H](c2ccc3c(c2)OCO3)C[C@@H](OCc2ccc(CO)cc2)O1,95,1,0,13,-9,-4,-3,-2.2,-2.2,-2
CC(=O)NC(Cc1c[nH]c2ccccc12)C(=O)Nc1ccc2c(c1)OCO2 (centres undefined),111,5,-1,1,2,4,-1,4.7,-0.3,1

# Three compounds already listed, arranged by length of the SMILES, high to low:
SMILES,Pemphigus Ab inh,V-ATPase pH,RTF Ca sens inh,OPRM1-OPRD1 inv,Arrestin-AP2 inh,cardiac RTF act,Keap1-Nrf2 PPI,C-LANA FP,OPRM1-OPRD1 ag,Wnt act
C#CCNC(=O)C1=C[C@@H](c2ccc3c(c2)OCO3)C[C@@H](OCc2ccc(CO)cc2)O1,95,1,0,13,-9,-4,-3,-2.2,-2.2,-2
CC(=O)NC(Cc1c[nH]c2ccccc12)C(=O)Nc1ccc2c(c1)OCO2 (centres undefined),111,5,-1,1,2,4,-1,4.7,-0.3,1
O=S(=O)(c1cccc(-c2n[nH]c(=S)o2)c1)N1CCOCC1,78,-2,7,8,5,3,3,-3.5,-1.5,4
